Source: PubChem
TcdB inh: inhibitors of Clostridioides difficile toxin B glycohydrolase. P18177. TcdB glycohydrolase enzymatic assay, plate reader. AID 652162. inhibition, % at 9.99 µM. actives 0.24% (n = 350,000); in the data active means inhibition above about 10%
Starred values were filed as active, the others as inactive; & = joins results of further samples.

smiles,TcdB inh
COc1ccccc1-c1ccc([C@H]2[C@@H](CO)N(C(C)=O)[C@H]2CN(C)C(C)=O)cc1,-9.1
CCCCN1C(=O)C(CC(=O)NCc2cccc3ccccc23)CC(C(=O)N(C(C)C)C(C)C)=C1C (centres undefined),2.6
CCCCNC(=O)C1c2ccccc2OCC(=O)N1CCOC (centres undefined),0.5
COc1ccc(CN(C)C[C@H]2Oc3ccc(NS(=O)(=O)c4cccs4)cc3C(=O)N([C@H](C)CO)C[C@H]2C)cc1,0.0
C/C=C/c1ccc([C@@H]2[C@H](CO)N(C(=O)c3cnccn3)C23CN(C(=O)C2CCC2)C3)cc1,-0.4
CCNC(=O)N(C)[C@H]1C[C@H]2c3[nH]c4c(-c5ccccc5)cccc4c3CCN2C(=O)[C@H]1[C@H](C)O,0.2
Cn1cnc([N+](=O)[O-])c1Sc1nnc(-c2ccccc2)c(-c2ccccc2)n1,1.0
COc1ccc2c3c(n(C)c2c1)[C@H](CO)N(C(C)=O)CC31CN(C(=O)C2CCOCC2)C1,-0.5
CCOC(=O)CN1C(=O)N(c2ccc(OC)cc2)[C@H]2CC3c4ccccc4C[C@]3(C)[C@@H](C(=O)N(C)C3CCCCC3)C[C@H]21 (some centres undefined),0.8
CCCNC(=O)N1CC2(CN(Cc3cccc(OC)c3)C2)c2c(n(C)c3cc(OC)ccc23)[C@H]1CO,-9.3
C[C@@H]1CN([C@H](C)CO)C(=O)Cc2cc(NC(=O)CCCCCC(=O)Nc3ccccc3N)ccc2O[C@H]1CN(C)C(=O)Nc1cccc2ccccc12,1.1
COc1ccc2c3c(n(C)c2c1)[C@H](CO)N(Cc1cc(F)ccc1F)CC31CN(C(C)=O)C1,-0.6
CCC(=O)N1C[C@H](C)[C@H](OC)CN(C)C(=O)c2ccc(NC(=O)NC(C)C)cc2OC[C@H]1C,-0.5
C/C=C/c1ccc([C@H]2[C@@H](CO)N(CC3CCCCC3)[C@@H]2CNC(C)C)cc1,-0.9
CCCNC(=O)N1CCC2(CC1)CN(C(=O)COC)[C@H](CO)c1[nH]c3cc(OC)ccc3c12,0.5
CC(C)OC1=CC(=O)OC(c2cccc(Cl)c2)C1 (centres undefined),0.4
CN(C)C(=O)c1ccc(-c2cccc(-c3nc(C(=O)NC4CCCC4)cc4c3[C@@H](CCO)N([S@](=O)C(C)(C)C)C4)c2)cc1,-0.3
CCNC(=O)[C@H]1[C@H](CO)[C@H]2Cn3c(ccc(-c4cccc(F)c4)c3=O)[C@H]2N1C(C)=O,-0.1
COc1cccc(-c2ccc(C3[C@H]4CNC[C@@H]3N4Cc3nccs3)cc2)c1 (some centres undefined),-2.1
CCCC#Cc1ccc([C@@H]2[C@H]3CN(C(=O)NCCC)CC(=O)N3[C@H]2CO)cc1,0.9
CCOC(=O)C(Cc1ccccc1)C1(C)Oc2ccccc2O1 (centres undefined),1.3
CN1C(=O)c2cc(NC(=O)C3CCCC3)ccc2OC[C@@H]2O[C@@H](CC(=O)NCCc3ccncc3)CC[C@H]21,2.8
C[C@@H](C(=O)N(C)C[C@H]1OCc2ccccc2-c2c(n(C)c3ccccc23)C(=O)N([C@@H](C)CO)C[C@@H]1C)c1ccccc1,0.5
O=C(Nc1cccc(F)c1)N1CC(=O)N2[C@@H](CO)[C@@H](c3ccc(-c4ccccc4)cc3)[C@@H]2C1,-0.5
CCCC#Cc1ccc(CC[C@H]2O[C@H]3CC[C@@H](CO)O[C@H]3C[C@H]2n2cc(C(C)(C)O)nn2)cc1,0.8
O=C(C1CCC1)N1CC(=O)N2[C@@H](CO)[C@H](c3ccc(-c4ccccc4F)cc3)[C@@H]2C1,0.7
CCC(=O)N1CC2(C1)[C@H](c1ccccc1)[C@@H](CO)N2CC1CC1,-0.2
Cc1cccc(C)c1-n1nnnc1C1(C)CCC(=O)N1CCCN1CCOCC1 (centres undefined),0.3
N#C[C@H]1[C@H](c2ccccc2-c2cccc(F)c2)[C@@H](CO)N1C(=O)Cc1cccnc1,0.5
O=C(Nc1cc(F)ccc1F)N1CC(=O)N2[C@H](CO)[C@H](c3ccc(C#CC4CCCCC4)cc3)[C@H]2C1,0.4
COc1cccc(-c2ccc(CC[C@H]3O[C@H]4CC[C@@H](CO)O[C@H]4C[C@H]3NS(C)(=O)=O)cc2)c1,-0.7
O=C(c1ccccc1)N1CCC2CCN(S(=O)(=O)c3ccccc3)CC21 (centres undefined),-0.3
Cc1cccc(C)c1NC(=O)C1(C)CSCC(=O)N1CCCn1ccnc1 (centres undefined),0.6
O=C(CC1CC1)N1CC(=O)N2[C@H](C1)[C@H](c1ccc(-c3cccnc3)cc1)[C@@H]2CO,1.1
C[C@H](O)[C@@H]1C(=O)N2CCc3c([nH]c4c(-c5ccccc5)cccc34)[C@@H]2C[C@@H]1N(C)C(=O)c1ccco1,1.6
N#C[C@H]1[C@@H](c2ccc(C3=CCCC3)cc2)[C@H](CO)N1C(=O)NC1CCCCC1,0.2
C[C@H]1CN([C@@H](C)CO)C(=O)CCCn2cc(nn2)CO[C@@H]1CN(C)Cc1ccc(C(=O)O)cc1,-1.1
CCCCS(=O)(=O)N1CCCc2nc(C)c(C)cc21,0.4
C[C@@H]1CN([C@H](C)CO)C(=O)c2cc(NC(=O)Nc3cccc4ccccc34)ccc2O[C@@H](C)CCCCO[C@H]1CN(C)S(C)(=O)=O,-1.0
O=C(N[C@H](C(=O)N1CCC[C@H]1C(=O)NC1CCCC1)C1CCCCC1)c1ccco1,0.5
CCS(=O)(=O)N1CC2(C1)[C@H](c1ccccc1)[C@H](CO)N2C(=O)C1CCCC1,0.3
CC(C)C[C@@H](CN1CCC[C@H]1CN1C(=O)C(=O)NC[C@@H]1Cc1ccc(O)cc1)N1C[C@H](Cc2ccc(O)cc2)N(CCc2ccccc2)C(=O)C1=O,0.8
CN(C)C(=O)C[C@H]1CC[C@H]2[C@H](COc3ccc(NC(=O)C4CCC4)cc3C(=O)N2C)O1,0.3
N#C[C@@H]1[C@H](c2ccccc2-c2cccc(F)c2)[C@@H](CO)N1C(=O)C1CC1,-1.0
CC(C(=O)NCc1ccccc1)n1c(CSCCOc2ccccc2)nc2ccccc21 (centres undefined),-0.5
CC(=O)N1[C@H](CO)[C@H](c2ccccc2)[C@H]1CNC(=O)c1ccncc1,-0.4
S=C(NN=C1CCCCC1=NNC(=S)N1CCOCC1)N1CCOCC1,-0.4
N#Cc1cccc(-c2ccc(C3[C@@H]4CN(S(=O)(=O)c5ccc(F)cc5)C[C@H]3N4)cc2)c1 (some centres undefined),1.1&-0.5
O=C(NC[C@@H]1CC[C@H]2[C@H](CN2C(=O)CN2CCOCC2)O1)NC1CCCCC1,0.3
Cc1cc2c(nc1C)CCCN2S(=O)(=O)c1c(C)noc1C,-0.3

(more compounds)
smiles,TcdB inh
COc1ccc2c3c([nH]c2c1)[C@@H](CO)N(Cc1nccs1)CC31CN(C(=O)C2CCCC2)C1,1.1
CC1(C)OC(=O)C2=C(C[C@@H](C3CCCC3)O[C@H]2c2ccc(Cl)cc2)O1,1.1
Cc1ccc(S(=O)(=O)N(C)C[C@H]2OCCCC[C@@H](C)Oc3ccc(NC(=O)Nc4c(C)noc4C)cc3C(=O)N([C@H](C)CO)C[C@H]2C)cc1,-2.3
CN1CCN(C(=O)C[C@H]2C=C[C@@H](NC(=O)c3ccc4c(c3)OCO4)[C@@H](CO)O2)CC1,-2.0
O=C(c1ccc2c(c1)OCO2)N1C[C@@H]2N[C@H](C1)C2c1ccc(-c2ccncc2)cc1 (some centres undefined),-2.5
CN(C)C(=O)[C@@H]1[C@@H](CO)[C@@H]2Cn3c(ccc(C4=CCCC4)c3=O)[C@H]1N2Cc1ccccn1,-0.5
O=C(Cc1cccnc1)N1CC(=O)N2[C@H](C1)[C@@H](c1ccc(C3=CCCCC3)cc1)[C@@H]2CO,-1.5
C[C@@H]1CN([C@H](C)CO)C(=O)c2cccc(NC(=O)CCCCCC(=O)Nc3ccccc3N)c2O[C@@H]1CN(C)C,0.6
CCCNC(=O)N1CC2(C1)[C@H](c1ccccc1)[C@H](CO)N2CC1CCOCC1,-1.0
O=C(c1ccccn1)N1CC2(C1)[C@H](c1ccccc1)[C@H](CO)N2C(=O)C1CCC1,0.4
COC(=O)C1C(c2ccc(I)cc2)CC2CCC1N2C (centres undefined),-4.1
C[C@@H]1CN([C@@H](C)CO)C(=O)c2c(c3ccccc3n2C)-c2ccccc2CO[C@H]1CN(C)C(=O)c1cc(Cl)cc(Cl)c1,0.3
N#C[C@H]1[C@H](c2ccccc2-c2cccc(F)c2)[C@@H](CO)N1C(=O)C1CCCC1,0.9
O=C1CN(S(=O)(=O)Cc2ccccc2)C[C@H]2[C@H](c3ccc(C#CC4CC4)cc3)[C@H](CO)N12,-0.6
O=Cc1coc([B-](F)(F)F)c1,-9.9
CC(C)[C@@H](C)/C=C/[C@@H](C)[C@H]1CC[C@@H]2[C@]1(C)CCC1[C@]23C=C[C@]2(C[C@@H](O)CC[C@]12C)N(c1ccc(F)cn1)O3 (some centres undefined),0.2
CC(C)C[C@H]1COc2cc(Br)ccc2S(=O)(=O)N1Cc1ccc(Cl)cc1,-0.7
CS(=O)(=O)N1CC(=O)N2[C@H](CO)[C@@H](c3ccc(C#Cc4cccc(F)c4)cc3)[C@H]2C1,-0.3
O=C(C[C@H]1C=C[C@@H](NC(=O)Nc2ccc(C(F)(F)F)cc2)[C@@H](CO)O1)NCc1ccccn1,-0.2
Cc1noc(C)c1S(=O)(=O)Nc1ccc2c(c1)C(=O)N([C@@H](C)CO)C[C@@H](C)[C@H](CN(C)S(=O)(=O)c1ccc(F)cc1)O2,-1.0
COc1ccccc1S(=O)(=O)N[C@H]1CC[C@@H](CCn2cc(C3CCCC3)nn2)O[C@H]1CO,1.1
Cc1noc(C)c1NC(=O)Nc1ccc2c(c1)C(=O)N([C@H](C)CO)C[C@@H](C)[C@@H](CN(C)Cc1ccc(C(=O)Nc3ccccc3N)cc1)O2,0.6
Cc1ccccc1CN1[C@@H](C)[C@H](c2ccccc2)Oc2cccc(N3CCCC(C)C3)c2S1(=O)=O (some centres undefined),0.3
Cc1ccc2cccc(OC(=O)c3cccnc3Oc3ccccc3)c2n1,-2.1
O=C(C1CCOCC1)N1CC(=O)N2[C@H](C1)[C@H](c1ccc(C#CC3CCCC3)cc1)[C@@H]2CO,0.0

Arranged by number of heavy atoms (descending): part of the list above.
smiles,TcdB inh
O=C(Nc1cc(F)ccc1F)N1CC(=O)N2[C@H](CO)[C@H](c3ccc(C#CC4CCCCC4)cc3)[C@H]2C1,0.4
CCCNC(=O)N1CCC2(CC1)CN(C(=O)COC)[C@H](CO)c1[nH]c3cc(OC)ccc3c12,0.5
CN(C)C(=O)C[C@H]1CC[C@H]2[C@H](COc3ccc(NC(=O)C4CCC4)cc3C(=O)N2C)O1,0.3
CN1CCN(C(=O)C[C@H]2C=C[C@@H](NC(=O)c3ccc4c(c3)OCO4)[C@@H](CO)O2)CC1,-2.0
COc1ccccc1-c1ccc([C@H]2[C@@H](CO)N(C(C)=O)[C@H]2CN(C)C(C)=O)cc1,-9.1
Cn1cnc([N+](=O)[O-])c1Sc1nnc(-c2ccccc2)c(-c2ccccc2)n1,1.0
COc1cccc(-c2ccc(C3[C@H]4CNC[C@@H]3N4Cc3nccs3)cc2)c1 (some centres undefined),-2.1
N#C[C@@H]1[C@H](c2ccccc2-c2cccc(F)c2)[C@@H](CO)N1C(=O)C1CC1,-1.0
CC(=O)N1[C@H](CO)[C@H](c2ccccc2)[C@H]1CNC(=O)c1ccncc1,-0.4
CCCCNC(=O)C1c2ccccc2OCC(=O)N1CCOC (centres undefined),0.5
COC(=O)C1C(c2ccc(I)cc2)CC2CCC1N2C (centres undefined),-4.1

Following part
smiles,TcdB inh
COC(=O)[C@@]1(Cc2ccc(F)cc2)[C@H]2c3cc(C(=O)N(C)C)n(Cc4cc(C)n(C)n4)c3C[C@H]2CN1C(=O)c1ccccc1,1.5
COC(=O)C1=CN(c2cccc(OCc3ccccc3)c2)C(N)=C(C#N)C1c1cccc(F)c1 (centres undefined),1.2
COCC(=O)N1CCC2(CC1)CN(Cc1cccc(F)c1)[C@@H](CO)c1c2c2ccc(OC)cc2n1C,-0.1
CCCCS(=O)(=O)N1CCCc2nc(-c3ccc(F)cc3)ccc21,1.6
CCC(=O)N1CC[C@@H]2[C@H]1c1cc(-c3ccccc3F)ccc1N(C)[C@H]2CO,2.8
COc1ccc2c3c([nH]c2c1)[C@H](CO)N(Cc1ccc(F)cc1)CC31CCN(Cc2ccccn2)CC1,0.7
CC(=O)N1CCN(C(=O)OC2CC3CC2[C@H]2CCCCN2C3=O)CC1 (some centres undefined),-4.9
C[C@H](CO)N1C[C@H](C)[C@@H](CN(C)Cc2ccc(-c3ccccc3)cc2)Oc2ccc(NC(=O)Cc3cn(C)c4ccccc34)cc2CC1=O,-0.2
COc1cccc(C#Cc2ccc([C@H]3[C@H]4CN(S(=O)(=O)c5ccccc5C)CC(=O)N4[C@H]3CO)cc2)c1,-4.2
COc1ccc(NC(=O)Nc2ccc3c(c2)C(=O)N([C@@H](C)CO)C[C@H](C)[C@@H](CN(C)C(=O)NC2CCCCC2)OCCCC[C@H](C)O3)cc1,-4.2
COc1ccccc1S(=O)(=O)N1[C@@H]2CNC[C@H]1C2c1ccc(/C=C/c2ccccc2)cc1 (some centres undefined),-0.1&-0.6
COc1cc(OC)cc(-c2c(Sc3ccccc3)c3cc(-c4ccc(SC)cc4)ccc3n2C)c1,-1.3
CC(C)C#Cc1ccc([C@H]2[C@H](CO)N3C(=O)CN(C(=O)c4ccc5c(c4)OCO5)C[C@@H]23)cc1,0.6

A portion of the library (hit frequency here may not be typical).
